Screens from PubChem BioAssay.
FBPA Giardia inh – blocks Giardia fructose-bisphosphate aldolase activity; A8B2U2; actives 0.71% (n = 290,000); Potency, µM (highest dose often 59.6 µM), inactives show at the highest dose activity, negative = inhibition, actives largely listed as inhibitors; purified Giardia FBPA; also: potency is read from the fitted curve at half-maximal effect; % is scaled to controls: 0 for no effect and ±100 for the full control effect; nearly all actives have a fitted effect of over 55% in size
Target sequence (A8B2U2 whole entry, looked up): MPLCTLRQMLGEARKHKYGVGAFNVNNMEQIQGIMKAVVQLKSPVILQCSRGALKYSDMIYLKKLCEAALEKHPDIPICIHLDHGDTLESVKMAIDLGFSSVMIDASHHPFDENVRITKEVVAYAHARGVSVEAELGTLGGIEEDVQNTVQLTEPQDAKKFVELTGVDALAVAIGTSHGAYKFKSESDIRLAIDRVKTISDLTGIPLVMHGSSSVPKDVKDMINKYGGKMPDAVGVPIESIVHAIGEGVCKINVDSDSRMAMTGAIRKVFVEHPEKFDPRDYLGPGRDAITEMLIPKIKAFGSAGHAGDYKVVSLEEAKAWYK
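Giardia FBPA (40 nM reagent) was preincubated 10 min at RT with compound (up to 57.5 uM final), then substrate plus GAPDH/TPI/NAD/arsenate coupling system with diaphorase/resazurin was added; resorufin fluorescence (525/598 nm) was read after 20 min.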
Shiga toxin inh – blocks Shiga toxin action in Vero cells; Vero cells, Shiga toxin protein synthesis inhibition reporter; inhibition, % at 38.7 µM; actives 9.2% (n = 290,000); in the data active = inhibition mostly above about 28%, no sharp cut-off; inactive = mostly below about 43%; also: 0% is about no effect
CHX counter – affects cycloheximide protein synthesis inhibition readout, counter-screen. cell reporter, cycloheximide protein synthesis inhibition counterscreen. max response, %. actives 12% (n = 300,000). AID 2314; in the data active = max response mostly above about 13%, no sharp cut-off; inactive = mostly below about 14%; also: read at 38.3 µM for the half of the compounds with a filed dose; 0% is about no effect
HCMV inh – blocks human cytomegalovirus replication; actives 4.5% (n = 410,000); HFF cells, HCMV-luciferase reporter, 72 h; active compounds read low; activity change, negative = inhibition, % at 57.5 µM; AID 1259415; in the data active = activity change below about -60%; inconclusive = no clear call, values can overlap the other calls; inactive = above about -39%; also: % is scaled to controls: 0 for no effect and ±100 for the full control effect
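Human foreskin fibroblasts infected with luciferase-reporter HCMV at MOI 1 PFU/cell, compounds at two doses. Luciferase measured 72 h post infection; normalized to buffer-only basal and Salinomycin (10uM) controls.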
AmpC no deterg – AmpC beta-lactamase inhibition without detergent. P00811. AmpC nitrocefin hydrolysis, absorbance 480 nm, 0.0001% Triton. Potency, µM (series often up to 57.1 µM), for the others: at the highest dose activity change, negative = inhibition, hits mostly inhibitors. actives 0.52% (n = 330,000). AID 485341;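 also: potency is read from the fitted curve at half-maximal effect; plate controls were no compound for no effect and no enzyme for full effect; nearly all actives have a fitted effect of over 20% in size; some results filed as inactive show a strong effect at the top dose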
Target sequence (P00811 whole entry, looked up): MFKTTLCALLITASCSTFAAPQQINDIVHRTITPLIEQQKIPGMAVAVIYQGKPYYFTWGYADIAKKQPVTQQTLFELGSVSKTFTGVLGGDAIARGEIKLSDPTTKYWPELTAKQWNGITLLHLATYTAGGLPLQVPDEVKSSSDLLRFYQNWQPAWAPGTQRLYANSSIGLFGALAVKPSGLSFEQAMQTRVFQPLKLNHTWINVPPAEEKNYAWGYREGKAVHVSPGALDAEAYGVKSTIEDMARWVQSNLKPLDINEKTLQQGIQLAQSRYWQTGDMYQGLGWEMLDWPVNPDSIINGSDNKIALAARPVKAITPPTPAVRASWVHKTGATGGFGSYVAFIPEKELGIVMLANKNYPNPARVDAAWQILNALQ
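20 mM phosphate pH 7.0 + 0.01% (detergent screen) or 0.0001% Triton X-100; 5.3 nM AmpC reagent; cpd preinc 15 min RT; nitrocefin (800 uM stock) to start; A480 q20 s × 4 min; Activity was normalised to no-enzyme and no-compound control wells.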
AMA1-RON2 inh – inhibitors of Plasmodium falciparum AMA1-RON2 interaction. AlphaScreen AMA1-biotinylated RON2 peptide binding. Potency, µM (highest dose often 58.2 µM), for inactives: top-dose activity change, negative = inhibition, most hits filed as inhibitors. actives 0.2% (n = 360,000). AID 720542;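 also: potency is read from the fitted curve at half-maximal effect; 0% = vehicle wells and -100% = peptide control; nearly all actives have a fitted effect of over 45% in size; some results filed as inactive show a strong effect at the top dose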
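AMA1 (3D7) with his tag at 25 nM final met compounds first, then biotinylated RON2 peptide at 25 nM; detection used donor plus acceptor beads, 10 µg/mL apiece, read by AlphaScreen after 30 min at room temperature.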
AmpC detergent – AmpC beta-lactamase inhibition with detergent present. P00811. AmpC hydrolysis of nitrocefin, absorbance 480 nm, 0.01% Triton. Potency, µM (top dose mostly 114 µM), for inactives: top-dose activity change, negative = inhibition, hits mostly inhibitors. actives 0.041% (n = 370,000);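 also: potency is read from the fitted curve at half-maximal effect; 0% = no-compound wells and -100% = no-enzyme wells; nearly all actives have a fitted effect of over 25% in size; some results filed as inactive show a strong effect at the top dose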
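AmpC (5.3 nM in the dispensed reagent) in 20 mM phosphate pH 7.0 with 0.01% (detergent screen) or 0.0001% Triton X-100 was preincubated with compounds for 15 min at room temperature. Nitrocefin was then added from an 800 uM solution, and hydrolysis was followed at 480 nm.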
Starred values were filed as active, the others as inactive; ? = inconclusive; · = not tested or not shown; & = joins results of further samples; [ ] = dose if it differs, or a comment. Unless noted, calls follow the shape of the dose curve; as a rule, active = well fitted curve in the direction sought with a large enough effect; inconclusive = small, poorly fitted or top-dose-only effect, or another doubt; inactive = no such curve, though single readings can be large; an effect the other way counts as inactive or inconclusive.

SMILES	FBPA Giardia inh	Shiga toxin inh	CHX counter	HCMV inh	AmpC no deterg	AMA1-RON2 inh	AmpC detergent
Cc1cc(C)n(-c2ccc(S(=O)(=O)N3CCCC3)cc2[N+](=O)[O-])n1	2.6%	10.8	1.6	0.0	0.4%	-2.1%	-0.4%
COc1ccc(CN(C)CC(=O)NCC(=O)Nc2c(C)cccc2C)cc1	·	·	·	-16.6	-13.4%	13.6%[11.6 µM]	3.3%
CCn1c(SCC(=O)N2CCN(S(=O)(=O)c3ccccc3)CC2)nnc1-c1cccs1	3.9%	-13.8	-4.4	26.0	19.3%	-5.7%	-0.7%
O=C(Nc1ccccc1SCC1CSc2nc3ccccc3c(=O)n21)c1cccc(Cl)c1 (stereo not given)	-5.4%	8.0	-5.0	-95.5*	?	-6.0%	-6.4%
Cn1c(=O)cc(OCCCC(=O)NCc2ccc(F)cc2Cl)c2ccccc21	-4.4%	0.0	-2.9	76.3	95.4%[activator]	0.3%	?
O=C(OC1CCOC1=O)c1ccc(Cl)c(S(=O)(=O)N2CCCCC2)c1 (stereo not given)	5.4%	6.2	7.1	?	-20.9%	-5.5%	0.1%
COc1ccc(OC)c(NC(=O)CC2SC(=N)N(c3ccccc3)C2=O)c1 (stereo not given)	3.0%	-8.1	3.1	-34.5	-4.3%	-10.3%	-9.5%
NC/C(=N\O)c1ccc(Cl)cc1Cl	-0.1%	-6.1	-4.2	50.4	-45.6%	26.8%	?
CC(OC(=O)Cn1cnc2ccccc2c1=O)C(=O)N(C)c1ccccc1 (stereo not given)	·	·	·	-22.6	-2.6%	-16.0%	-14.0%
O=S(=O)(c1ccccc1F)N1CCN(Cc2cc3c(cc2O)OCO3)CC1	·	·	·	-26.0	-25.9%	-7.8%	-3.6%
C=CCc1cccc(/C=N/NC(=O)CCCNc2ccc(C)cc2)c1O	-19.0%	-8.6	-10.1	12.3	-29.4%	-12.6%	5.4%
CC(=O)c1cccc(N(C(=O)CNC(=O)c2ccco2)C(C(=O)NC2CCCC2)c2ccncc2)c1 (stereo not given)	7.4%	5.6	-7.2	-29.3	-0.6%	-1.8%	-6.8%
COc1ccccc1NC(=O)CCc1c(C)[nH]c(=O)c(C#N)c1C	3.3%	16.6	11.7	-12.6	-18.2%	12.9%	-1.8%
O=C(NC(=S)N1CCCCC1CO)c1cccs1 (stereo not given)	·	·	·	13.4	-8.3%	36.5%[activator]	·
COc1ccc(NC(=O)[C@@H](NS(=O)(=O)c2cccc(Cl)c2)C(C)C)cc1S(=O)(=O)N1CCOCC1	·	·	·	-34.6	-46.6%	0.5%	·
COc1c(O)c(=O)n2c3ccccc3c3ccnc1c32	·	·	·	33.1	-2.9%	0.8%	-8.0%
O=C(OCCC1Oc2cccnc2NC1=O)c1ccc([N+](=O)[O-])cc1 (stereo not given)	0.3%	11.9	-4.0	6.9	-14.5%	·	-10.6%
CN(Cc1cccc(Cl)c1Cl)C(=O)c1ccc(NC(=O)CC#N)cc1	-0.3%	-8.1	-5.8	-18.6	-52.5%	0.2%[2.32 µM]	-13.1%
Fc1ccc(Oc2nc(-c3ccccc3)nnc2C(F)(F)F)cc1	-15.2%	-1.3	-1.7	17.4	-3.9%	3.4%	2.4%
COCCn1c(Cc2ccccc2)nnc1SCc1ccc([N+](=O)[O-])cc1	5.8%	-6.2	-1.3	?	-2.9%	0.0%	-11.7%
COc1ccc(-c2nnc(SCC(=O)Nc3ncc(C)s3)n2-c2ccccc2)cc1OC	13.5%	-10.6	-4.1	105.3	100.7%[activator]	10.7%	?
COC(=O)C1=C(c2ccc(-c3ccccc3)c(F)c2)C[C@@H]2CC[C@H]1N2C(=O)NCCc1ccccc1	·	·	·	-8.2	4.3%	-8.1%	2.9%
C1=Cc2ccccc2Nc2ccccc21	-3.9%	20.0	-2.7	-28.6	-31.4%	-20.3%	-15.3%
CN(Cc1c(C(=O)N(C)Cc2ccccc2)nc2ccccn12)CC1Cc2ccccc2O1 (stereo not given)	14.7%	8.0	-1.8	-15.1	116.9%[activator]	-19.2%	-3.8%
COc1cccc(-n2c(C)nc3c(cnn3-c3ccc(C)cc3)c2=O)c1	-3.6%	-6.0	8.4	?	33.0%	-2.6%	-1.4%
CCn1c(=O)cc(OCC(=O)NCc2cccnc2)c2ccccc21	5.6%	9.1	2.0	158.9	-2.5%	3.5%	3.7%
Cc1ccc(S(=O)(=O)Nc2ccccc2F)cc1C(=O)NNC(=O)c1ccccc1O	·	·	·	-87.2*	-27.3%	9.1%	-20.9%
O=c1c2c(-c3ccccc3)ccnc2[nH]n1-c1ccccc1	?	38.7	9.9	94.5&53.4	-13.8%	-0.4%	-0.2%&-5.1%
CCOc1ccc(S(=O)(=O)NCCC(=O)N2CCN(c3ccc(OC)cc3)CC2)cc1	-3.1%	2.7	-5.9	-25.2	57.6%	-18.5%	7.3%
Cc1cccc(N2N=C(C(=O)Nc3ccc(Cl)c(S(=O)(=O)N4CCOCC4)c3)CCC2=O)c1	·	·	·	-8.7	81.0%[activator]	3.2%	6.6%
O=c1[nH]c(=S)[nH]c2sccc12	7.06µM*	-11.2	4.0	58.1	-11.5%	65.1%[activator]	10.3%
COc1cccc(OCc2cc(C(=O)N(C)Cc3nc(C)cs3)no2)c1	·	107.6*	55.6*	59.3	58.0%	17.9%	0.2%
COCCNC(=O)c1c(N)n(-c2cccc(C)c2)c2nc3ccccc3nc12	?	8.0	7.2	-29.8	177.6%[activator]	33.9%[activator]	-4.5%
Cc1[nH]nc2c1C(c1ccsc1)C(C#N)=C(N)O2 (stereo not given)	-4.2%	-16.3	7.2	-3.4	-10.3%	8.9%	-4.2%
C[C@H](CO)N1C[C@H](C)[C@@H](CN(C)Cc2ccccc2)Oc2ccc(NC(=O)Cn3cnnn3)cc2C1=O	·	·	·	-5.8	6.7%	-0.6%	·
O=C(CCCC1=NS(=O)(=O)c2ccccc2N1)N1CCN(c2ccc(Cl)cc2)CC1	0.6%	-9.5	-3.3	-18.9	-0.2%	-0.6%	-9.5%
COc1ccc(CCN2C(=O)C(C)=C(C)C2=O)cc1OC	8.4%	17.7	1.8	9.9	2.9%	-0.2%	-5.3%
COc1ccc(NC(C)=O)cc1NC(=O)C1CCCN1C(=O)c1cccs1 (stereo not given)	·	·	·	-18.9	-19.2%	11.5%	?
CCOc1ccc(N(C)S(=O)(=O)c2csc(C(N)=O)c2)cc1	2.3%	-7.6	-7.1	26.9	-11.9%	-15.7%	2.6%
C[C@H](CO)N1C[C@H](C)[C@@H](CN(C)C(=O)NC2CCCCC2)Oc2ccc(NC(=O)Nc3ccccc3)cc2C1=O	·	·	·	-11.0	223.5%[activator]	5.8%	·
Cc1cc(C(=O)OCC(=O)N2CCOCC2)c(C)n1-c1ccccc1	·	·	·	5.0	-13.4%	-6.1%	·
O=C1CCSc2ccc(Cl)cc2N1Cc1ccc(Cl)cc1	7.8%	-6.6	-4.9	-14.7	-4.3%	-5.5%	-14.2%
O=C(Cn1ncc2c1-c1ccccc1OC2)N1CCN(Cc2ccc3c(c2)OCO3)CC1	0.3%	-11.2	-6.3	-23.7	123.3%[activator]	-4.5%	-4.6%
CCCCNC(=O)C1CCC(CNS(=O)(=O)c2ccc(NC(C)=O)cc2)CC1 (stereo not given)	-0.6%	-3.9	-2.3	4.1&-24.0	-2.2%	-1.9%	?
NNC(=O)C(Cc1cnc[nH]1)NC(=O)OCc1ccccc1 (stereo not given)	2.6%	2.5	-4.3	-27.7	-5.9%	63.6%[activator]	-3.5%
CC(=O)Nc1cccc(NCC(=O)Nc2cc(S(=O)(=O)N3CCCCC3)ccc2Cl)c1	·	·	·	-29.9	-24.8%	-6.4%	·
COC(=O)c1cccc(NC(=O)CSc2nc(=O)cc(N)n2-c2ccccc2)c1	2.7%	-7.2	7.9	75.1	2.2%	-8.2%	2.5%
O=C(c1ccccc1F)c1cn(Cc2ccccc2)c2ccccc12	-5.5%	3.1	-1.8	-27.5	-28.7%	5.5%	3.7%

Reprinted from the part before: 2 compounds; new compounds follow.
SMILES	FBPA Giardia inh	Shiga toxin inh	CHX counter	HCMV inh	AmpC no deterg	AMA1-RON2 inh	AmpC detergent
COC(=O)c1cccc(NC(=O)CSc2nc(=O)cc(N)n2-c2ccccc2)c1	2.7%	-7.2	7.9	75.1	2.2%	-8.2%	2.5%
O=C(c1ccccc1F)c1cn(Cc2ccccc2)c2ccccc12	-5.5%	3.1	-1.8	-27.5	-28.7%	5.5%	3.7%
O=C(OCC(=O)N1CCCC1)c1ccc(Cl)nc1	·	·	·	12.7	-4.8%	-3.3%	-11.7%
COC(=O)c1cc(NC(=O)c2cccc(C(F)(F)F)c2)c(=O)oc1C/C=N/OCc1cccc(Cl)c1Cl	-11.5%	-14.7	-4.9	-12.5	7.94µM*	28.8%	-7.9%
C[C@H]1O[C@@H](O[C@H]2[C@@H](O)C[C@H](O[C@H]3[C@@H](O)C[C@H](O[C@H]4CC[C@@]5(C)[C@H](CC[C@@H]6[C@@H]5CC[C@]5(C)[C@@H](C7=CC(=O)OC7)CC[C@]65O)C4)O[C@@H]3C)O[C@@H]2C)C[C@H](O)[C@@H]1O	-7.3%	-22.6	-7.0	·	128.8%[activator]	0.0%	-4.2%
O=C(N/N=C/c1ccc([N+](=O)[O-])cc1)c1[nH]ncc1Br	2.8%	81.6*	46.7*	22.0	-21.2%	0.0%	3.5%
CSc1nsc(SCC(=O)Nc2cccc(C(=O)O)c2)n1	12.4%	-3.6	-0.8	22.4	-10.4%	-3.9%	1.2%
COc1ccc(/C=C/c2ccncc2)cc1	·	94.3*	40.0*	64.5	-12.8%	-12.2%	-5.7%
Cc1ccc(S(=O)(=O)Nc2cc(C(=O)Nc3cc(C)cc(C)c3)ccc2Cl)cc1	2.7%	-10.6	3.2	59.5	·	0.9%	1.3%
CC(NC(=O)CSc1nnc(COc2ccccc2)o1)c1ccccc1 (stereo not given)	4.0%	20.9	-4.2	36.7	10.9%	-8.2%	-20.1%
COC(=O)c1cnc(Oc2ccc(NC(=O)NC(=O)c3ccccc3Cl)cc2)cc1C(F)(F)F	6.3%	-8.3	-2.4	-11.0	-6.3%	16.7%	-8.1%
COc1ccccc1NS(=O)(=O)c1cc(N)ccc1N1CCOCC1	·	·	·	-28.2	-2.5%	-3.4%	·
O=Cc1ccccc1OCc1ccc2c(c1)OCO2	5.7%	100.0*	46.1*	59.7	-31.7%	0.3%	-8.3%
CSc1ccc(S(=O)(=O)Nc2ccc3c(c2)NC(=O)CC3)cc1	3.9%	-14.2	-1.3	-10.9	-44.5%	10.2%	5.6%
Cc1ccc(-c2cc(C(=O)NCC(c3ccccc3)N(C)C)c3ccccc3n2)o1 (stereo not given)	·	·	·	?	69.8%[activator]	70.8%[activator]	·

No enrichment for hits. Share with any hit: about 16%.
